Bioassay records: PubChem, National Center for Advancing Translational Sciences (NCATS)
Tau fluor cs: counter-screen for tau fibril formation inhibitors; tau K18 P301L Alexa594 fluorescence, heparin fibrillization; Potency, µM (doses to about 57.7 µM), for inactives: top-dose activity change, negative = decrease; AID 1463; 0.93% of 280,000 active; note: nearly all actives have a fitted effect of over 55% in size
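Human K18 P301L tau (15 uM unlabeled plus 0.24 uM Alexa 594-labeled, final) in 100 mM sodium acetate pH 7 was mixed with compound and 20 uM heparin and incubated 6 hr at 37 C.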
TRb SRC2 PPI: disrupts binding of human TR beta to SRC2. TRbeta-SRC2 peptide binding, fluorescence polarization; receptor liganded with 1 µM T3. Potency, µM (top dose mostly 106 µM), for inactives: at the top dose activity change, negative = inhibition, actives largely listed as inhibitors. 0.065% of 280,000 active. AID 1469;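 note: plate controls were bound peptide for no effect and peptide without receptor for full effect; nearly all actives have a fitted effect of over 50% in size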
Target sequence (P10828 whole entry, looked up): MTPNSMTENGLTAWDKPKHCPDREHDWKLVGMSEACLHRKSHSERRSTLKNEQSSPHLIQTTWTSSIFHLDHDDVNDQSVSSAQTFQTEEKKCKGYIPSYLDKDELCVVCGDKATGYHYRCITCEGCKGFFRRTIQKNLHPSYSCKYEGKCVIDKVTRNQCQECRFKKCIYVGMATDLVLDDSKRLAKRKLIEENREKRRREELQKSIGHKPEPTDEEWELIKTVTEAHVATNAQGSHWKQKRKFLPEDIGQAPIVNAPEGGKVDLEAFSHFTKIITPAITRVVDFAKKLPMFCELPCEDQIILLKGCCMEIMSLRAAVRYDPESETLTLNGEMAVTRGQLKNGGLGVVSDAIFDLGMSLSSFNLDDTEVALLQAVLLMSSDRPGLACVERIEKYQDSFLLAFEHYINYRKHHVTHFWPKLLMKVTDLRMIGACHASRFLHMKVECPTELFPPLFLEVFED
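Decrease in fluorescence polarization of 20 nM Texas Red SRC2 coactivator peptide flagged inhibition of its binding to 0.6 uM TRb LBD; 1 uM T3 included, incubation 5 hr, ex 555/em 632 nm.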
ALDH1A1 inh: blocks purified human ALDH1A1 activity. P00352. Purified ALDH1A1, NADH fluorescence, propionaldehyde substrate. Potency, µM (series often up to 75.3 µM), for inactives: top-dose activity, negative = inhibition, usual class: inhibitors. 7.3% of 220,000 active. AID 1030; active = well fitted inhibition curve with a large enough effect, not every such curve was filed as active; inconclusive = small, poorly fitted or top-dose-only effect, or another doubt; inactive = no such curve, though single readings can be large or run the other way;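 note: plate controls were no enzyme wells and a reference inhibitor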
Target sequence (P00352 whole entry, looked up): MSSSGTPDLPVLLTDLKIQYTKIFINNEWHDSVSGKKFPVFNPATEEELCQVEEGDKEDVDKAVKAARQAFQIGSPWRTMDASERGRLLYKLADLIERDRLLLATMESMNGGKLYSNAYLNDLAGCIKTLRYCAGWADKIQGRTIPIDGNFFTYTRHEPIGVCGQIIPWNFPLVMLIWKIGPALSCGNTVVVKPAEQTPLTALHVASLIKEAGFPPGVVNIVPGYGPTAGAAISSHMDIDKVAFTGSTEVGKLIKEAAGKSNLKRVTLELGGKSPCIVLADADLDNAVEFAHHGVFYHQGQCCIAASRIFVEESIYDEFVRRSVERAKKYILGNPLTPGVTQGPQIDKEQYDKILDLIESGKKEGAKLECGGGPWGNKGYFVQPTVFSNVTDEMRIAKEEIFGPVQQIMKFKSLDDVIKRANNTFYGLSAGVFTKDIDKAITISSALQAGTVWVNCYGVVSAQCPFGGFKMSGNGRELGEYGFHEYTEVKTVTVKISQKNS
L3MBTL1 block: blocks human L3MBTL1; Q9Y468; AlphaScreen L3MBTL1–H3K9me1 peptide binding; Potency, µM (titrated, usually from 57.1 µM), without a hit: at the top dose activity, negative = inhibition, usual class: inhibitors; 0.66% of 230,000 active; AID 485360; note: nearly all actives have a fitted effect of over 60% in size
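L3MBTL1 (50 nM) pre-complexed 30 min with biotinylated H3(1-15)K9me1 peptide (75 nM), then compounds added for 30 min at room temperature; AlphaScreen streptavidin donor/nickel chelate acceptor beads (10 ug/mL final) read after 30 min dark incubation.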
Tau fibril FP: inhibitors of human tau fibril formation; AID 1468; K18 P301L tau heparin fibrillization, Alexa594 FP, 6 h; Potency, µM (highest dose often 57.7 µM), for inactives: at the highest dose activity, negative = inhibition, hits mostly inhibitors; P10636; 0.39% of 280,000 active; note: nearly all actives have a fitted effect of over 55% in size
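Read-out: fluorescence polarization of Alexa 594-labeled tau (0.24 uM), 555 nm excitation, 632 nm emission. Mixtures held 15 uM unlabeled K18 P301L, compound and 20 uM heparin, pH 7 acetate buffer, incubated 6 hr at 37 C.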
Tau fibril ThT: blocks human tau fibril formation measured by thioflavin T | recombinant tau K18 P301L (four-repeat tau fragment), heparin-induced fibrillization, ThT fluorescence | 2.1% of 270,000 active | Potency, µM (doses to about 57.4 µM), inactives show at the highest dose activity, negative = inhibition, usual class: inhibitors | AID 1460 | P10636; note: nearly all actives have a fitted effect of over 55% in size
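Heparin-induced (20 uM) aggregation of recombinant human K18 P301L tau, 15 uM unlabeled with 0.24 uM labeled, pH 7 acetate buffer, 6 hr at 37 C with compound. Fibrils quantified by 30 uM ThT fluorescence after 1 hr ambient incubation.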
TexasRed fluor: Texas Red fluorescence interference in TRb-SRC2 counter-screen; TRb/SRC2 Texas Red total fluorescence interference; Potency, µM (doses to about 106 µM), for inactives: at the top dose fluorescence change, negative = quenching; 0.29% of 280,000 active; active = well fitted curve in either direction with a large enough effect; inconclusive = small, poorly fitted or top-dose-only effect
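Flags fluorescent or light-absorbing compounds by total fluorescence, S + 2P, at 555 nm excitation and 632 nm emission. Mixture: 20 nM Texas Red SRC2 peptide, 0.6 uM human TRb LBD, 1 uM T3, 5% DMSO; compound exposure 5 h at ambient temperature.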
GLA spleen mod: inhibits or activates alpha-galactosidase in human spleen homogenate | P06280 | human spleen homogenate, 4MU-alpha-Gal fluorescence, 40 min | Potency, µM (doses to about 80 µM), for the others: top-dose activity change, negative = inhibition, usual class: inhibitors | 0.008% of 240,000 active | AID 2107;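 note: 0% = enzyme with vehicle and -100% = no enzyme basal signal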
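Human spleen homogenate (1 ug) was the enzyme source, with 4-methylumbelliferyl-alpha-D-galactopyranoside (1 mM final) in pH 5.0 citrate buffer with 0.01% Tween-20. Compounds were titrated; after 40 min at 37C, NaOH/glycine stop, 4-MU fluorescence read; AC50 from Hill fits.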
Active calls of the source: *; ? = inconclusive; . = not tested or not shown; & = joins results of further samples; [ ] = another dose, or the depositor's remark. Unless noted, calls come from the whole dose curve; as a rule, active = well fitted curve in the direction sought with a large enough effect; inconclusive = small, poorly fitted or top-dose-only effect, or another doubt; inactive = no such curve, though single readings can be large; an effect the other way counts as inactive or inconclusive. Unless noted, % is set by controls: 0 for no effect and ±100 for the full control effect; potency is the fitted concentration of half-maximal effect.

SMILES	Tau fluor cs	TRb SRC2 PPI	ALDH1A1 inh	L3MBTL1 block	Tau fibril FP	Tau fibril ThT	TexasRed fluor	GLA spleen mod
S=c1[nH]nc(CCc2ccccc2)n1-c1ccccc1	2%	8%	?	1%	-4%	-2%	-1%	5%
COCCN(C(=O)COc1ccc(Cl)cc1)c1nnc(-c2cccnc2)s1	-2%	1%	1%	11%	5%	1%	-7%	-3%
C/C(=N\NC(=O)c1ccc2c(c1)OCO2)c1ccc2c(c1)OCO2	-1%	-4%	6%	0%	-2%	?	-3%	10%
CCOc1cc(NC(=S)NCCCOC)c(OCC)cc1NC(=O)c1cccs1	-21%	-9%	?	-3%	12%	-11%	?	7%
CCOc1ccccc1C(=O)Nc1nncs1	-5%	-7%	-5%	.	5%	-8%	0%	-4%
CCc1ccc(C(C)NC(=O)c2ncn[nH]2)cc1 (stereo not given)	13%	2%	7%	?	-3%	8%	-1%	-2%
N#Cc1cc(C(=O)c2ccccc2O)cn(-c2nccs2)c1=O	-29%	11%	?	-12%	-15%	?	-15%	-7%
CC(C)CCNC(=O)c1ccc2c(c1)N(Cc1ccccc1F)C(=O)c1ccccc1S2=O (stereo not given)	-23%	-6%	.	.	-7%	5%	1%	.
NC(=O)[C@@H]1CCCNc2c(F)cc([N+](=O)[O-])cc2C(=O)N[C@@H](CO)C(=O)N[C@@H](Cc2ccc(O)cc2)C(=O)N1	-10%	-1%	1%	0%	-3%	-11%	-2%	14%
COc1ccc(CCNc2oc(COc3ccccc3F)nc2C#N)cc1	?	-15%	?	-10%	0%	?	-2%	1%
Clc1ccc(C2=Nc3cc(Cl)ccc3OC2)cc1	-19%	3%	5%	3%[11.4 µM]	?	?	-4%	7%
CCCS(=O)(=O)N1CCC(C(=O)NCCOC)CC1	-12%	0%	.	.	6%	?	-3%	.
Brc1cc(Br)c2nc(-c3ccc(N4CCOCC4)cc3)ccc2c1	?	-3%	-5%	20%	14%	?	0%	-6%
O=C(Nc1ccccc1)c1[nH]ncc1[N+](=O)[O-]	-10%	-3%	0%	.	?	-17%	-3%	-5%
COc1ccc(Cc2nc3ccc(S(=O)(=O)N4CCOCC4)cc3[nH]2)cc1OC	-11%	1%	-6%	4%	-1%	-5%	-13%	9%
CC1CCCC(NC(=O)CCn2c(=S)oc3ccccc32)C1C (stereo not given)	-16%	-8%	.	.	-6%	.	0%	-3%
CC(C)=CCC/C(C)=C/C=N/NC(=O)c1cccc([N+](=O)[O-])c1	-5%	9%	2%	-4%	5%	?	2%	1%
O=C(CCN1CCN(C(c2ccccc2)c2ccccc2)CC1)N/N=C/c1ccc(O)cc1	?	-11%	3%	-9%	13%	-6%	1%	1%
CN=c1scc(-c2ccco2)n1/N=C/c1ccc(O)c(O)c1	16µM*[quencher]	-3%	28µM*	.	?	7.1µM*	-4%	-8%
COC(=O)C1=C(O)/C(=C\c2ccc(CNC(=O)C(=O)Nc3ccc(C)c(C)c3)o2)N=C1C	?	8%	-15%	.	0%	?	3%	9%
O=C(NCc1ccco1)C1CCN(c2nc3ccccc3n2Cc2ccccc2F)CC1	-18%	-21%	28µM*	.	-12%	?	0%	15%
CCC(=O)Nc1ccc(C(=O)CSc2nnc(-c3ccccc3F)n2C2CC2)cc1	-20%	8%	-6%	-19%	0%	-8%	0%	7%
CCCC1(C(=O)OCC)NC(c2ccc(OC)cc2OC)C2C(=O)N(c3ccccc3)C(=O)C21 (stereo not given)	2%	-17%	2%	-2%	7%	8%	1%	-2%
Cc1ccc(-n2nnnc2SCC(=O)N(CC(C)C)c2c(N)n(CC(C)C)c(=O)[nH]c2=O)cc1	9%	-6%	-2%	6%	1%	9%	2%	-1%
Cc1ccc(NC(=O)Cn2c(=O)c3ccccc3n3nncc23)cc1	-1%	-5%	.	.	-12%	7%	-1%	.
O=C1CN(C(=O)CSc2nc3ccccc3n2CCc2ccccc2)c2ccccc2N1	?	8%	-7%	-6%	6%	?	-2%	-20%
COc1ccccc1CNC(=O)C1Cc2ccccc2C(=O)O1 (stereo not given)	0%	-1%	-2%	0%	-9%	0%	-2%	-7%
COc1ccc(O)c(C(=O)c2cnc3nc4ccccc4n3c2)c1	-5%	-3%	?	-10%	-1%	?	0%	4%
O=C(C1CCCN(S(=O)(=O)c2ccccc2)C1)N1CCN(c2ncccn2)CC1 (stereo not given)	1%	-4%	?	32%[activator]	3%	6%	-8%	-1%
CN1CCN(C(=O)c2cc3nc(-c4ccco4)cc(C(F)(F)F)n3n2)CC1	3%	7%	-1%	-2%	-6%	-1%	-5%	3%
COc1ccc(-c2nnc(SCc3nnc(-c4ccccc4)o3)n2-c2ccccc2)cc1	2%	-1%	-2%	0%	7%	-6%	-2%	2%
Cc1nc(NC(=O)CSc2nnc(C)n2CC2CCCO2)sc1C (stereo not given)	0%	-9%	6%	.	8%	-3%	-3%	7%
Cc1nc(NCCN2CCOCC2)c2nnn(Cc3c(F)cccc3Cl)c2n1	-2%	-12%	-9%	6%	-3%	-3%	-2%	-10%
COc1cc(/C=N/NC(=O)c2c(C)nnn2-c2nonc2N)ccc1O	2%	0%	19%	5%	5%	-11%	-3%	1%
Cc1cccc(Nc2ncc3c(n2)CC(C)CC3=O)c1 (stereo not given)	-13%	-3%	?	.	-9%	-10%	1%	-14%
Cc1cc(C)c(S(=O)(=O)Nc2ccnc(-c3cccnc3)n2)c(C)c1	-2%	-2%	2%	.	-8%	-4%	-2%	4%
N=c1c2c(-c3ccccc3)c(-c3ccccc3)n(Cc3ccco3)c2ncn1CCCn1ccnc1	10%	-3%	4%	-14%	3%	-5%	2%	-4%
Cc1nn(C)c(C(=O)Nc2ccc(Cn3cccn3)cc2)c1[N+](=O)[O-]	2%	-14%	-1%	.	10%	-1%	1%	2%
CC(=O)Nc1ccc(S(=O)(=O)/N=C2\SCCN2S(=O)(=O)c2ccc(NC(C)=O)cc2)cc1	-20%	-11%	-4%	-67%	3%	?	-23%	17%
CC(=O)Oc1c(C)c(C)c2c(c1C)CCC(C)(CCCC(C)CCCC(C)CCCC(C)C)O2 (stereo not given)	-9%&-14%&-6%	-7%&3%&2%	12%&3%&1%	-12%	8%&-4%&-6%	2%&-8%&-1%	3%&1%&1%	-6%&0%&17%
CCCn1c2ccccc2c2cnn(CC(=O)N3CCN(c4ccccc4F)CC3)c(=O)c21	-9%	7%	.	.	7%	-16%	-4%	.
O=C1CC(/C=C/c2cccnc2)=Nc2ccccc2N1	-6%	-5%	?	-29%	4%	?	-2%	13%
COc1ccc(CN2CCNC(=O)C2CC(=O)N(C)Cc2ccon2)c(OC)c1 (stereo not given)	-9%	2%	-11%	-3%	-9%	-15%	1%	0%
COc1c2ccoc2cc2oc(C)cc(=O)c12	3%	-6%	-8%	.	4%	-5%	?	-6%
COc1ccccc1NC(=O)c1ccc(-c2ccccc2[N+](=O)[O-])o1	13%	-7%	7.9µM*	.	9%	13%	0%	-7%
O=c1[nH]c2ccc(S(=O)(=O)N3CCCCC3)cc2[nH]1	-1%	-23%	6%	2%	-7%	-2%	0%	7%
COc1ccc(-c2nnnn2CCc2ccccc2)cc1	-13%	-5%	1%	13%	-5%	-14%	-4%	-8%
Cc1ccc(N=C2NC(=O)/C(=C\c3cccs3)S2)cc1C	3%	-1%[53 µM]	9%	18%	5%	1%	-3%[53 µM]	6%
CC(=O)Nc1ccc(S(=O)(=O)N2CCN(C(=O)c3cccnc3)CC2)cc1	3%	4%	-3%	0%	-10%	10%	-2%	-5%
C[C@@H](N)CCCP(=O)(O)O	-11%	-1%	?	.	-3%	-5%	-3%	-6%
Cc1cc(=O)oc2cc(NC(=O)CCCC(=O)O)ccc12	-12%	-14%	?	6%	-11%	-4%	0%	15%
CCN1CCN(c2ncc3c(n2)CCN(Cc2cc(F)cc(F)c2)C3)CC1	-2%	-7%	.	.	-1%	-8%	0%	.
Cc1ccccc1N1C(=O)CC(N2CCC(C(N)=O)CC2)C1=O (stereo not given)	2%	7%	?	.	0%	-10%	-2%	2%
CC(=O)NC(=S)Nc1ccc2oc(-c3cc(F)c(F)cc3Cl)nc2c1	4%	1%	1%	7%	-1%	-3%	-2%	8%
O=C(O)CCn1cc(/C=C/C(=O)c2ccc(Cl)cc2)c(-c2ccc(Br)cc2)n1	2%	6%	-5%	-1%	3%	?	-7%	-13%
CCNC(=S)N(CCc1c(C)[nH]c2ccc(Cl)cc12)Cc1ccco1	13µM*[quencher]	5%	0%	.	?	-17%	-2%	2%
CC(=O)c1nn(-c2cccc(Br)c2)cc1C(=O)c1cccc2ccccc12	-17%	1%	?	-2%	-8%	-7%	1%	-9%
Cc1cccc(NC(=S)NCC(c2ccccc2)N(C)C)c1 (stereo not given)	-10%	4%	-1%	.	-8%	-3%	-1%	8%
CC(C)(C)n1ncc2c(=O)n(CC(=O)N3CCCCC3)cnc21	4%	9%	-5%	1%	3%	-2%	-2%	-5%

Part of the list above, reformatted.
Values in the order – Tau fluor cs	TRb SRC2 PPI	ALDH1A1 inh	L3MBTL1 block	Tau fibril FP	Tau fibril ThT	TexasRed fluor	GLA spleen mod
- C/C(=N\NC(=O)c1ccc2c(c1)OCO2)c1ccc2c(c1)OCO2
 : -1%	-4%	6%	0%	-2%	?	-3%	10%
- CCOc1cc(NC(=S)NCCCOC)c(OCC)cc1NC(=O)c1cccs1
 : -21%	-9%	?	-3%	12%	-11%	?	7%
- CCOc1ccccc1C(=O)Nc1nncs1
 : -5%	-7%	-5%	.	5%	-8%	0%	-4%
- CCc1ccc(C(C)NC(=O)c2ncn[nH]2)cc1 (stereo not given)
 : 13%	2%	7%	?	-3%	8%	-1%	-2%
- N#Cc1cc(C(=O)c2ccccc2O)cn(-c2nccs2)c1=O
 : -29%	11%	?	-12%	-15%	?	-15%	-7%
